# Screening data: PubChem BioAssay, several laboratories
# E-sel TNF inh: TNF alpha driven E-selectin expression inhibition | 0.71% of 120,000 active | HUVEC TNFa-induced E-selectin immunofluorescence, high content | AID 1246 | inhibition, % at 2 µM;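 active = inhibition above the batch mean plus 3 SD, and confirmed as a hit on visual image review, cut at about 43% in these data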;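 also: 0% = TNF-stimulated DMSO wells and 100% = unstimulated control wells; not every result past the cut was called active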
# Yeast growth inh: chemicals that inhibit yeast BB579 growth in restrictive medium (lifespan-shortening candidates); S. cerevisiae BB579 growth, OD615, 48 h; inhibition, % at 10 µM; 0.51% of 140,000 active;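 active = inhibition above a set limit, 3 SD over the mean compound inhibition, cut at about 44% in these data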; also: inactives centre near -24
#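 Material: Saccharomyces cerevisiae DeaD strain BB579, replicative lifespan model yeast; buffer or medium: CSMM-D restrictive synthetic medium containing dextrose (glucose); compound: 10 µM single dose, DMSO 0.25%; timing: 48 h compound exposure at 30 °C after 4 h preincubation; signal: turbidity as optical density at 615 nm; benchmarks: positive control amphotericin B 10 µg/mL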
# PTEN del growth: PTEN-deleted cell growth suppression | HCT116 PTEN-null viability, CellTiter-Glo, 60 h; stronger effect = lower value | 1.2% of 140,000 active | viability, % at 10 µM;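 active = viability at or below a set limit, 4 SD under the median of all tested compounds, cut at about 3.7% in these data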;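 also: PTEN knockout HCT116 line with beta catenin targeted HCT116 as companion control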
# MRP-1 activ: MRP-1 activation; H69AR cells + doxorubicin, viability rescue, CellTiter-Glo; viability increase, % at 10 µM; 0.61% of 140,000 active; AID 799;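 active = viability gain under doxorubicin at or above a set limit, the compound median plus 3 SD, cut at about 4.7% in these data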;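 also: MRP-1 overexpressing cells given doxorubicin 25 µM after compound pretreatment; 18-22 h compound pretreatment then 72 h with doxorubicin before readout; 0% = doxorubicin-only wells and 100% = vehicle-treated cells without doxorubicin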
# GALR2 blocker: antagonists of human galanin receptor 2 (GALR2); O43603; GALR2-expressing cells, antagonist mode; inhibition, % at 4 µM; 0.39% of 140,000 active; AID 828; in the data active = inhibition above about 27%;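 also: cells stimulated with galanin 1-16 at roughly its EC80; 0% = agonist challenge control and 100% = basal control without agonist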
# Target sequence (O43603 whole entry, looked up): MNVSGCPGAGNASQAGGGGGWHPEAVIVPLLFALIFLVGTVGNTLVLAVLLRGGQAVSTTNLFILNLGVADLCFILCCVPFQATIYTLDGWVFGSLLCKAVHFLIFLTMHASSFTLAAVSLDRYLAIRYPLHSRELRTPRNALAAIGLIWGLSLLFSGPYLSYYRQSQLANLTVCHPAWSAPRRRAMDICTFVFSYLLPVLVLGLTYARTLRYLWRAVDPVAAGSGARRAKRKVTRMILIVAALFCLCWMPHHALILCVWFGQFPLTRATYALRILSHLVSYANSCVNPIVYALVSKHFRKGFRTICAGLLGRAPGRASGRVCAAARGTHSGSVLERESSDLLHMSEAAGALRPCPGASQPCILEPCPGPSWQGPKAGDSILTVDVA
# Measles CPE: protection of cells from measles virus. 1.5% of 140,000 active. protection (pct of control), % at 4 µM. AID 841. Measles virus-infected cells, CPE protection, absorbance; in the data active = protection mostly above about 24%, no sharp cut-off; inactive = mostly below about 26%; also: some compounds called inactive have numbers as strong as hits
# Yeast life ext: extends the lifespan of yeast; AID 775; 0.68% of 130,000 active; inhibition of the nicotinamide effect, % at 10 µM; S. cerevisiae growth with nicotinamide, OD615; deaD strain in restrictive glucose medium;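 active = inhibition above a set limit, placed 3 SD over the median of all compounds, cut at about 26% in these data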;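 also: 0% = nicotinamide-treated wells and 100% = cells grown without nicotinamide; some compounds called inactive have numbers as strong as hits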
#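 Assay system: engineered S. cerevisiae DeaD replicative-lifespan strain, galactose-grown log-phase cells; medium: restrictive CSMM-D dextrose medium; also added: nicotinamide, 1.5 mM, co-present with compound; schedule: 48 h compound exposure at 30 °C, humidified; detection: absorbance at 615 nm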
# HCT116 bCat-KO: beta-catenin-lacking colon tumor cell growth suppression. viability, % at 10 µM. 1.5% of 140,000 active. AID 818. HCT116 beta-catenin knockout viability, CellTiter-Glo, 60 h; stronger effect = lower value;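 active = viability at or under a set limit, the compound median less 4 SD, cut at about 6% in these data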;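 also: 0% = Hyamine 1622 control at 20 µM and 100% = untreated cell control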
# NPY-Y2 antag: blocks the human neuropeptide Y Y2 receptor; NPY-Y2 expressing cells, antagonist mode; inhibition, % at 2.7 µM; AID 793; P49146; 0.99% of 140,000 active; in the data active = inhibition above about 17%;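 also: 0% = vehicle with agonist challenge and 100% = reference antagonist with challenge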
# Target sequence (P49146 whole entry, looked up): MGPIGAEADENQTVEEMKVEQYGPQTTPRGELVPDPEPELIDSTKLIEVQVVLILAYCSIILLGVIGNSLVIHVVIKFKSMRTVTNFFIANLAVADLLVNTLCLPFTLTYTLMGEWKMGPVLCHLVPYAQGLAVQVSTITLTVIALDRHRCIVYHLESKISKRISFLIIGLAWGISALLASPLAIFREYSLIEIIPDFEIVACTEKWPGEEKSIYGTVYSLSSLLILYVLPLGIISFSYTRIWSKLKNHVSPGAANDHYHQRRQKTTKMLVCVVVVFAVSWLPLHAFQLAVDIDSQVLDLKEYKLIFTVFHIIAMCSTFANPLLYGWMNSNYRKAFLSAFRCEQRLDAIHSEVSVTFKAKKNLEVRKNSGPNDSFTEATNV
# Phagocytosis inh: macrophage phagocytosis inhibition. inhibition, % at 5 µM. AID 1029. J774A.1 macrophage IgG-bead phagocytosis, imaging. 0.07% of 110,000 active;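 active = inhibition above the mean of the plate negative controls plus 5 SD, cut at about 13% in these data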;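 also: phagocytic index as fraction of beads internalized from green versus red external bead signal; plate controls were DMSO negative control for no effect and cytochalasin-D positive control for full effect; some results beyond the cut were filed as inactive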
# The depositor's hits bear a star; nt = no result given.
SMILES,E-sel TNF inh,Yeast growth inh,PTEN del growth,MRP-1 activ,GALR2 blocker,Measles CPE,Yeast life ext,HCT116 bCat-KO,NPY-Y2 antag,Phagocytosis inh
Cc1cc(NC(=O)CSc2nc(C(C)C)nc3sc(C)c(C)c23)no1,-2.6,-8.7,91.9,-3.7,-5.4,5.3,-3.7,93.6,1.5,-0.2
Cc1nc(NCC2CCCO2)c2nnn(Cc3ccccc3Cl)c2n1 (centres undefined),nt,-50.2,91.5,0.0,13.5,12.3,-4.6,91.3,4.3,-0.7
Brc1cccc(-c2nnc3sc(CNCc4ccco4)cn23)c1,nt,-17.6,91.3,-2.5,4.1,3.6,-12.3,82.6,1.3,-0.6
CCOc1cc(NC2CS(=O)(=O)CC2O)c(OCC)cc1NC(=O)c1ccccc1 (centres undefined),nt,-42.8,95.8,-2.9,0.7,25.8,1.3,96.0,0.0,nt
CCOC(=O)Nc1cccc(OCC(=O)Nc2ccccc2OCC)c1,21.7,-69.7,101.1,-1.7,-4.2,4.3,-13.6,97.9,5.8,-1.5
CC(C)(C)C(=O)NNc1nc(-c2ccccc2)c2cc(Br)ccc2n1,15.6,-18.5,70.2,-3.3,-5.8,26.8,-4.8,74.4,8.2,-7.6
COc1cc(C(=O)N/N=C/c2ccc(OC(=O)N3CCOCC3)cc2)cc(OC)c1OC,-4.0,-17.9,59.2,-3.1,-10.5,1.1,2.1,62.2,-3.6,-3.7
N#CCC(N)=C(C#N)C#N,nt,-3.5,106.8,0.6,3.9,25.7,6.6,98.0,-3.1,nt
COc1ccc(OC(=O)c2cc(S(=O)(=O)N3CCCC3)ccc2Cl)cc1,7.7,-50.5,120.8,-0.5,4.1,2.2,-6.8,96.2,5.5,nt
COc1ccc(CNC(=S)Nc2ccccc2C)cc1,8.6,-55.8,109.2,-2.0,-3.3,7.4,-6.8,86.6,1.3,nt
Cn1c(=O)c2c(nc(NCC3CCCO3)n2Cc2cccc(Br)c2)n(C)c1=O (centres undefined),-2.7,-31.7,62.8,-1.9,7.0,7.5,-12.0,68.9,0.0,nt
COc1ccc(N2COC3c4cccc5cccc(c45)C32)cc1 (centres undefined),10.8,-41.6,67.2,-4.6,21.6,27.9,nt,63.5,-1.8,nt
Cc1ccc(-c2cc(-c3nnc(SCC(=O)NC(C)C(C)C)n3N)c3ccccc3n2)cc1 (centres undefined),nt,-37.2,47.4,-4.0,7.2,3.9,-4.0,67.2,0.6,nt
C/C(=N\NC(=S)NCCc1ccccc1)c1ccc(C)cc1,4.1,12.3,98.1,-4.1,-5.5,19.2,nt,80.8,17.1*,nt
COc1ccc2c(c1)CCc1c(C(=O)N3CCCc4ccccc43)noc1-2,10.8,-16.3,85.3,-4.1,0.4,1.6,-11.1,76.6,11.2,-0.7
CC(C)=NOCc1ccc(-c2cn([C@@H]3COC[C@H]3O)nn2)cc1,nt,-49.3,96.7,-1.4,8.9,2.4,8.0,79.7,-3.7,nt
CCCc1noc2c1C(c1ccoc1)C(C#N)=C(N)N2 (centres undefined),nt,-26.1,95.1,-0.1,-3.5,12.8,25.8,99.8,0.0,-0.3
O=C(NCC1CCCO1)C(c1ccc(F)cc1)N(Cc1ccc(F)cc1)C(=O)Cn1nnc(-c2cccs2)n1 (centres undefined),10.6,-30.2,65.6,0.6,8.2,3.9,nt,94.0,5.6,nt
CC(=O)Nc1ccc2c(c1)N(C(=O)CN(C)C)c1ccccc1CC2,-6.1,-4.8,88.7,-3.7,11.9,3.8,-3.2,89.7,1.3,-2.5
CC(=O)c1cccc(S(=O)(=O)N2CCN(c3nc4cc(C)cc(C)c4cc3C#N)CC2)c1,20.5,-62.4,76.8,2.5,-12.5,24.2,-15.7,78.5,1.3,-0.3
O=C(C1CCCN(Cc2ccc3c(c2)OCO3)C1)N1CCCC1 (centres undefined),10.6,-22.4,98.9,-2.2,-9.4,28.4,0.4,97.6,2.4,-2.5
Nc1c(C(=O)NC2CCCC2)c2nc3ccccc3nc2n1/N=C/c1ccco1,-3.0,-49.1,66.0,-2.3,6.7,19.0,-12.5,73.5,4.6,-0.8
COc1ccc(C(CC(=O)Nc2nccs2)n2cccc2)cc1 (centres undefined),nt,-41.3,60.5,-2.3,-5.3,3.9,-17.2,63.5,3.6,0.2
O=C(NC(O)C(=O)c1cccs1)c1cccnc1 (centres undefined),nt,-23.4,97.4,-0.2,4.7,6.1,-6.4,102.7,2.1,-2.1
COc1nc(NC2CCCCC2)nc(N2CCCCCC2)n1,13.4,-36.2,74.8,-5.4,0.6,2.8,nt,78.6,4.4,nt
CCN(CC)S(=O)(=O)c1ccc(C(=O)OCC(=O)Nc2ccc(-c3nc4ccc(C)cc4s3)cc2)cc1,11.3,-19.1,63.0,-3.1,5.2,5.2,-3.3,57.6,2.0,-2.4
O=C(Nc1nc(-c2ccc(F)cc2)cs1)c1ccc(N2C(=O)CCC2=O)cc1,14.3,-24.2,80.6,-2.7,1.6,9.1,5.3,74.7,-2.1,nt
Nc1c(C(=O)Nc2cccc(Cl)c2Cl)sc2nc(-c3cccnc3)ccc12,nt,-14.6,1.3*,-6.0,15.0,2.2,-2.8,1.5*,7.1,-6.9
COC(=O)C1C(=O)C=C(N2CCOCC2)CC1(C)C (centres undefined),31.7,-25.8,93.1,-1.0,9.2,9.1,-9.4,84.1,1.3,-0.6
CCOc1ccc(CCNC(=O)Cn2c(-c3nonc3N)nc3ccccc32)cc1OCC,-37.1,-45.2,17.9,-4.2,5.2,19.7,-9.0,9.5,9.2,-4.5
Cc1ccc2c(CSc3nncs3)cc(=O)oc2c1,nt,-41.9,95.3,-1.3,3.9,9.6,-10.8,88.3,-2.9,-1.1
O=C(Cn1cnc2c(cnn2-c2ccccc2)c1=O)c1ccc(Cl)cc1,nt,9.9,83.9,4.1,4.5,5.8,-7.4,98.6,6.8,0.5
COC(=O)C1C(=O)c2c([nH]c(C(=O)OC3CCCC3)c2C)CC1C (centres undefined),5.3,-38.1,99.2,0.4,-11.5,21.6,-18.0,87.4,9.9,-1.9
C/C(=N\NC(=O)c1nn(C)c(C)c1Br)c1ccc(NC(=O)c2ccccc2F)cc1,nt,-7.4,97.0,-0.5,9.4,24.8,-7.0,97.2,-2.0,-12.2
CN1CCC(=NNC(=O)c2ccc(N(Cc3ccc(Cl)cc3)S(C)(=O)=O)cc2)CC1,nt,-8.5,98.5,-1.1,-2.3,23.6,-2.8,97.6,2.0,-6.9
Cc1nn(CCCC(=O)Nc2sc3c(c2C#N)CCC3)c(C)c1[N+](=O)[O-],-49.6,-5.3,92.4,-4.5,-3.4,8.4,-13.3,82.9,2.0,-0.7
O=C(O)c1cc(=O)cc(C(=O)O)[nH]1,-14.9,-81.5,95.0,-0.7,5.2,9.8,-14.6,101.4,0.2,nt
c1ccc(Cn2nnnc2C(c2cccs2)N2CCOCC2)cc1 (centres undefined),-11.1,20.6,91.7,-0.8,6.7,6.0,2.0,87.8,1.0,2.0
CCCCN(C(=O)CC(c1ccccc1)c1ccccc1)c1c(N)n(CCC)c(=O)[nH]c1=O,-12.6,-16.5,90.0,-2.1,-5.6,14.5,13.5,94.5,5.5,-7.0
Cc1ccc(S(=O)(=O)N2CCCC(C(=O)N(Cc3cccs3)C3CC3)C2)cc1 (centres undefined),nt,-40.5,64.8,1.4,12.7,22.8,-7.8,61.6,4.3,-0.5
O=C(CSc1ncnc2c1cnn2CCc1ccccc1)Nc1cccc(C(F)(F)F)c1,-82.1,-29.6,73.7,-1.8,-4.0,2.9,-8.2,76.8,4.7,-1.5
CC(=O)NS(=O)(=O)c1ccc(NC(=O)/C=C/c2ccccc2Cl)cc1,-27.9,-21.2,99.4,-2.8,-1.2,23.9,-15.7,99.4,3.7,-1.3
CCOC(=O)C1=C(C)NC(C)=C(C(=O)OCC)C1c1ccc(Br)o1,nt,-21.8,71.4,2.1,-12.1,13.7,6.4,79.1,2.8,-3.2
COC(=O)C(C(=O)OC)C(C(C)C)C(C(=O)OC)C(=O)OC,-16.7,6.9,99.3,0.2,-1.4,2.1,nt,94.3,3.0,nt
CCOC(=O)c1c(NC(=O)CN2CCCc3ccccc32)sc(C(C)=O)c1C,nt,-27.4,93.3,-1.3,6.5,5.6,-2.0,96.3,1.3,-8.9
Nn1c(Cc2cccc3ccccc23)nnc1SCn1nnc2ccccc2c1=O,-9.3,-33.3,107.2,-2.3,7.3,16.5,-13.1,101.3,0.3,-1.0
O=C(c1cccc(Cl)c1)N1CCC(=O)N(C(COCc2cccc(Cl)c2)Cc2ccccc2)CC1 (centres undefined),7.0,-39.6,56.4,-4.1,1.0,5.6,5.9,51.8,7.7,nt
COc1ccc(Oc2ccc3c(C(F)(F)F)cc(C(F)(F)F)nc3n2)cc1,10.7,-31.9,78.2,2.7,10.2,13.1,-2.6,93.5,1.3,-0.4
O=C(OCC(=O)N1CCc2ccccc21)c1c2c(nc3ccccc13)CCCCC2,nt,-2.2,69.6,-0.7,1.7,15.3,-6.0,80.9,3.1,-6.6
COc1ccc(C(=O)NC(=S)Nc2ccc(N3CCCC3)cc2)cc1OC,nt,-25.5,98.7,-2.1,-2.3,11.5,3.4,89.5,2.1,-6.0

# Next section.
SMILES,E-sel TNF inh,Yeast growth inh,PTEN del growth,MRP-1 activ,GALR2 blocker,Measles CPE,Yeast life ext,HCT116 bCat-KO,NPY-Y2 antag,Phagocytosis inh
Cn1c(N)c(S(=O)(=O)c2ccc(Br)cc2)c2nc3ccccc3nc21,-39.5,-33.0,84.1,-2.5,-6.0,3.2,-24.6,77.4,-1.6,0.8
Cc1cccc(C)c1NC(=O)CSc1nnc([C@H](C)NC(=O)OC(C)(C)C)o1,-9.2,-7.6,93.1,-1.3,5.2,5.2,-2.5,93.1,-1.1,0.4
CCOC(=O)N1CCN(C(=O)CSc2nnc(Cc3ccccc3)o2)CC1,-15.6,-35.3,104.9,-3.8,-10.2,24.0,-4.7,96.2,1.4,1.0
Cc1cc(C)c(C)c(C(=O)COC(=O)CNC(=O)CN2C(=O)c3ccccc3C2=O)c1C,nt,-11.8,107.9,-2.4,8.8,6.9,-1.0,93.8,2.9,-9.2
N=c1c2c3c(sc2ncn1Cc1ccco1)CCCCC3,nt,-14.2,95.9,-0.7,6.3,5.0,-0.8,84.4,5.4,9.5
Cc1ccc(C(=O)NNC(=O)CSc2nc(N)cc(N)n2)cc1,nt,5.0,101.8,0.0,-1.6,12.3,1.6,101.6,0.8,-0.6
CN(C(=S)Nc1ccc(Oc2ccccc2)cc1)C1CCCCC1,nt,-17.0,84.7,-0.8,-21.7,7.6,-1.1,97.6,1.3,-8.3

# Results in E-sel TNF inh, Phagocytosis inh and Measles CPE, for some of the entries so far:
structure	E-sel TNF inh	Phagocytosis inh	Measles CPE
Cc1cccc(C)c1NC(=O)CSc1nnc([C@H](C)NC(=O)OC(C)(C)C)o1	-9.2	0.4	5.2
CCOC(=O)N1CCN(C(=O)CSc2nnc(Cc3ccccc3)o2)CC1	-15.6	1.0	24.0
